Source: PubChem
yeast bub3 = NCI yeast anticancer drug screen, S. cerevisiae bub3 mutant strain | % growth inhibition at 50 µM | hit rate 9.9% among 78,000 | AID 167;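 further: 0% = growth of vehicle-only cultures of the same strain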
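Inhibition values come from growth of compound-treated mutant yeast normalised to vehicle-treated controls.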
yeast mlh1 rad18 = NCI yeast anticancer drug screen, S. cerevisiae mlh1 rad18 strain; % growth inhibition at 50 µM; hit rate 11% among 79,000;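 further: 0% = growth of vehicle-only cultures of the same strain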
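In this whole-cell yeast screen, a strain with altered DNA damage repair is challenged with compound, and its growth is measured against matched vehicle-treated controls.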
cln2 rad14 = NCI yeast anticancer drug screen, S. cerevisiae cln2 rad14 strain; % growth inhibition at 50 µM; AID 165; hit rate 8.3% among 78,000;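 further: 0% = growth of vehicle-only cultures of the same strain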
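Yeast carrying cln2 and rad14 alterations (cell cycle control and DNA damage repair) were exposed to compounds. Growth inhibition was measured against vehicle-treated controls.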
rad50 = NCI yeast anticancer drug screen, S. cerevisiae rad50 strain. growth inhibition, % at 50 µM. hit rate 10% among 79,000;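 further: 0% = growth of vehicle-only cultures of the same strain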
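Readout: growth inhibition relative to vehicle-treated cultures. Compound exposure was carried out in a genetically defined yeast strain deficient in DNA damage repair.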
mec2-1 = NCI yeast anticancer drug screen, S. cerevisiae mec2-1 strain; growth inhibition, % at 50 µM; hit rate 9% among 79,000; AID 157;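 further: 0% = growth of vehicle-only cultures of the same strain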
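Compounds were applied to mec2-1 yeast cells. Their growth was then compared with that of vehicle-treated cultures to give growth inhibition.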
sgs1 mgt1 = NCI yeast anticancer drug screen, S. cerevisiae sgs1 mgt1 strain; hit rate 10% among 78,000; % growth inhibition at 50 µM; AID 161;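 further: 0% = growth of vehicle-only cultures of the same strain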
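Percent growth inhibition was derived by comparing compound-exposed mutant yeast with vehicle-exposed cultures. The strain carries alterations in DNA damage repair.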
* hit, by the source's call; & = joins results of further samples. No stated cut-off is given here; in the data, active means growth inhibition above about 70%; inactive means the rest.

SMILES	yeast bub3	yeast mlh1 rad18	cln2 rad14	rad50	mec2-1	sgs1 mgt1
O=S(=O)(O)c1ccc2c(ccc3ccccc32)c1	28&1	-23&6	22&-1	-4&-18	-18&0	-14&-3
O=C(c1ccccc1)C(C(Nc1ccccc1)c1ccccc1)N1CCOCC1 (stereo not given)	27	23	-47	7	-5	-16
NCCNc1ccccc1	-20	-23	7	-33	-62	-42
CC(C)N(CCOc1ccc(/C=C/c2ccccc2)cc1)C(C)C	76*	9	8	12	-1	56
OC(Cc1cc(CC(O)(C(F)(F)F)C(F)(F)F)nc(CC(O)(C(F)(F)F)C(F)(F)F)c1)(C(F)(F)F)C(F)(F)F	99*	100*	98*	100*	100*	99*
N#C/C(=C1C=C/C(=N/O)C=C/1Cl)c1ccccc1	28	26	69	22	24	52
CN(C)c1ccc(/C=C2\CCc3ccccc3C2=O)cc1Br	4	-27	-9	6	-12	-14
CCCCN(CCCC)S(=O)(=O)c1ccccc1	65	79*	-11	45	32	8
CC(C)(C)NSc1nc2ccccc2s1	-2	-8	4	-22	2	-13
COC(=O)C(N)Cc1ccc(OCc2ccccc2)cc1 (stereo not given)	24	-5	-4	-1	5	-2
C=CCN1C(=O)CS/C1=N\NC(=O)c1c(C)nc2sccn12	-23	-28	-7	-16	-4	-9
COC(=O)c1nc(=S)[nH]c(C(=O)OC)c1C(=O)c1ccccn1	83*	89*	70*	82*	75*	85*
C[N+]1(C)C2CC(=O)CC1C1CC12 (stereo not given)	12	-16	-2	-10	7	5
Cc1cccc(C)c1Nc1nnc(-c2ccccc2)s1	10	19	16	-5	-6	-10
O=C1OCCC1=P(c1ccccc1)(c1ccccc1)c1ccccc1	-7	-5	9	-6	-31	7
COC(=O)C1(C)CCc2c(ccc3ccc(OC)cc23)C1=O (stereo not given)	28	12	-6	2	17	15
CC(=O)C1CCCC(=O)/C=C/C(=O)O1 (stereo not given)	12	-18	6	3	-13	-7
CC(C)=CCC/C(C)=C/CN1C(=O)C=CC1=O	99*	99*	99*	100*	100*	99*
O=C(CN1C(=O)c2ccccc2C1=O)OCC(=O)c1ccccc1	13	4	0	19	12	2
CC(C)(C)c1ccc(/C=N/NC(=O)c2cccnc2)cc1	11	9	14	1	8	4
O=c1[nH]c(=O)n(C2OC(CF)C(O)C2O)cc1N1CCOCC1 (stereo not given)	20	33	18	17	18	18
CN(C)CCCNc1ccc2nnn3c4ccc(O)cc4c(=O)c1c23	3	19	0	-4	1	1
CC(C)(C)OC(=O)NC(Cc1ccc(OCc2ccccc2)cc1)C(=O)NC(CCCCNC(=O)OCc1ccccc1)C(=O)ON1C(=O)CCC1=O (stereo not given)	62	57	55	64	49	39
O=C(Nc1noc(-c2ccccc2)n1)c1ccccc1CNc1noc(-c2ccccc2)n1	-7	0	-11	-8	-5	1
O=C1ON=C(c2ccccc2)/C1=C\C=C\c1ccccc1	36	14	23	18	10	1
O=C1Nc2ccccc2C12OCCO2	-8	2	-20	-6	6	7
Clc1ccc(CNc2ccc(Br)cc2)cc1	85*	88*	82*	94*	85*	96*
Cc1c[nH]c(=O)n(CC(=O)C2CCC3C4CCC5=CC(=O)CCC5(C)C4CCC23C)c1=O (stereo not given)	41	43	47	48	44	47
COc1ccccc1C1c2cc3c(cc2OC2(OC)COC(=O)C12)OCO3 (stereo not given)	17	22	17	10	0	2
O=C1CCC(c2ccccc2)(C2CCN(Cc3ccc(F)cc3)CC2)C(=O)N1 (stereo not given)	3	5	-15	-9	5	-6
CCCC(SCCO)C(CC)CSCCO (stereo not given)	13	6	-14	-17	-10	3
CC12CCc3ccccc3C1=NNC(=O)C2 (stereo not given)	-6	-6	-6	-3	-8	20
CCC1CCC2c3c([nH]c4ccccc34)C3C(=O)N(c4ccc(OC)cc4)C(=O)C3C2C1 (stereo not given)	2	24	7	-13	-11	4
CCOC(=O)N1CCN(C(=S)N/N=C(\C)c2ncccn2)CC1	100*	99*	99*	99*	100*	99*
CC(Br)C(=O)c1ccc2cc(Cl)c3ccccc3c2c1 (stereo not given)	68	39	-17	-10	31	46
CC1=C(CCC(C)CO)OC2CC3C4CC=C5CC(O)CCC5(C)C4CCC3(C)C12 (stereo not given)	6	1	10	19	-1	43
CC(C)COC(=O)N1N=NC2C3CC(=O)C(O3)C21 (stereo not given)	-8	-5	12	10	-10	-14
ClCC1COC(CCc2ccccc2)O1 (stereo not given)	3	8	64	18	-4	-11
COC(=O)c1cccn1C(=O)c1ccccc1N	5	5	-8	6	20	0
C=C(C)C#CCN(CCO)C(C)C	-19	5	9	-7	-30	-13
CCCCCCCCCCCCCCCCNS(=O)(=O)c1ccc(NN)cc1	-14	-31	-6	-26	-17	-33
Fc1ccccc1C1CC(C(c2ccccc2)c2ccccc2)=Nc2ccccc2S1 (stereo not given)	13	-6	17	5	-17	-24
COc1cc(/C=C/C(=O)c2sc(Nc3ccccc3)nc2C)ccc1O	19	28	1	28	3	13
COc1ccc(C(c2cc3c(cc2O)OCO3)N2CCN(C(c3cc4c(cc3O)OCO4)c3ccc(OC)cc3OC)CC2)c(OC)c1 (stereo not given)	-12	3	23	-15	2	30
N#Cc1nc(CC(=O)c2ccccc2Cl)c(CC(=O)c2ccccc2Cl)nc1C#N	13	19	25	22	20	6
C(=N\Nc1nnc2c(n1)[nH]c1ccccc12)/c1cccnc1	-31	2	24	6	3	-8
COc1cc(C(=O)Nc2ccc(S(=O)(=O)Nc3nc(C)cc(C)n3)cc2)cc(OC)c1OC	-5	-10	11	-11	-22	-7
O=C1C2C3CC4C5CC(C1C53)C42 (stereo not given)	-5	2	5	5	-7	3
CC(C)(C)OC(=O)N1CCc2[nH][nH]c(=O)c2C1	-2	-41	-28	-35	-36	-32
CN(C)c1ccc(/C=N/NC(=O)c2cnc3ccccc3c2)cc1	8	17	0	-7	-5	-11
O=C(Nc1ccc(F)cc1)Nc1ccc(I)cc1	17	9	15	13	1	6
O=[N+]([O-])c1ccc(Br)cc1	-2	19	16	-6	-14	18
CCCCOc1ccc(Br)cc1	3	-15	8	12	5	8
CC(=O)NNc1nc(C)c(C(=O)NNC(=O)C(=O)Nc2c(C)cccc2C(C)(C)C)s1	25	21	32	27	20	13
COc1ccc(C(=O)OCCC(C)OC)cc1 (stereo not given)	29	2	-28	12	-10	7
CN(C)CCNC(=O)c1ccc(NC(=O)c2nc([N+](=O)[O-])cn2C)cc1	-8	-32	-23	-14	11	5
COC(=O)c1cc(C)cc(NC(C)=O)c1C	-11	-4	2	6	10	10
N#CCC1CCCCCC1	6	-1	14	7	-1	-5
N#CC1Cc2cc3c(cc21)OCO3 (stereo not given)	6	-36	-10	10	-45	-19
CCCCCCCCC(=O)N1CCOCC1	-1	9	16	17	7	18

Additional records
SMILES	yeast bub3	yeast mlh1 rad18	cln2 rad14	rad50	mec2-1	sgs1 mgt1
O=C1N(c2ccccc2)C(=O)C2(SC=NN2Cc2ccccc2)N1c1ccccc1 (stereo not given)	12	11	8	-7	2	-19
CCOC(=O)C1=CNC(C(=O)OCC)C1c1cccn1-c1ccc(Cl)cc1[N+](=O)[O-] (stereo not given)	4	41	29	9	17	11
CC(=O)Nc1ccc(OC(=O)c2cccc([N+](=O)[O-])c2)cc1	11	0	7	4	-10	3
CN(C)S(=O)(=O)c1cc(Cl)ccc1NN	78*	49	19	60	37	44
CC1CCCN2C(=O)CN(Cc3ccccc3)CC(=O)N12 (stereo not given)	3	-4	13	10	-3	-9
O=[N+]([O-])c1ccc(C=Nc2ccccc2)cc1	1	26	12	41	24	31
NC1C(O)OCC(O)C1O (stereo not given)	19	23	7	0	9	10
CCCC(C)C(=O)OCc1ccccc1 (stereo not given)	7	5	-14	17	-10	5
COC(=O)C(=C(c1ccccc1)c1ccccc1)c1ccccc1	90*	36	43	26	23	52
Oc1ccc(O)c(-n2nc3ccccc3n2)c1	-2	-6	-12	-18	-19	-24
CCCCC/C(=N\c1nc[nH]c1C(N)=O)OCC	-28	-26	-7	-30	-13	-38
O=C1CCCCCCCCC1=O	-13	-11	-4	4	-6	-11
O=C1c2cc3c(cc2CC1Br)CCC3 (stereo not given)	90*	92*	90*	79*	87*	88*
C/C(=N\NC(=S)N1CCCCC1)c1cccc(C)n1	89*	86*	91*	90*	92*	86*
CC1=NCC(=O)N1	-6	-4	-12	-10	2	-1
CCc1ccc(-n2c(C)nc3[nH]cc(C)c3c2=N)cc1	-3	-10	-12	-14	-3	-12
CCCCC(=O)N/N=C\c1cccc2ccccc12	3	-3	1	10	-5	6
COc1ccc2c(c1)CCCN2	-13	4	-20	-3	-23	-4
COc1cc(/C=C/C(=N\NC(=O)c2ccccc2)c2sc(Nc3ccc(Cl)c(Cl)c3)nc2C)ccc1O	90*	89*	88*	91*	90*	90*
CS(=O)(=O)OCCCCCCCCCOS(C)(=O)=O	-19	-12	0	-11	-26	-4

One compound at a time, from the list above:
Profile of C/C(=N\NC(=S)N1CCCCC1)c1cccc(C)n1 = yeast bub3: 89*; yeast mlh1 rad18: 86*; cln2 rad14: 91*; rad50: 90*; mec2-1: 92*; sgs1 mgt1: 86*
Profile of COc1ccc2c(c1)CCCN2 = yeast bub3: -13; yeast mlh1 rad18: 4; cln2 rad14: -20; rad50: -3; mec2-1: -23; sgs1 mgt1: -4

(continued)
SMILES	yeast bub3	yeast mlh1 rad18	cln2 rad14	rad50	mec2-1	sgs1 mgt1
CN=C(NN)NS(=O)(=O)c1cc(C)c(Cl)cc1S	3	7	-11	-13	-23	-12
CCOC(=O)[C@]1(Br)CC[C@@]1(Br)C(=O)OCC	91*	91*	87*	89*	93*	92*
CNc1ncnc2c1cnn2-c1ccccc1	5	-5	-18	5	-23	-2
CC(O)C(O)C(O)C(O)C(O)C(=O)NNc1ccccc1 (stereo not given)	76*	83*	14	44	53	63
CC(CO)Cc1ccc2c(c1)OCO2 (stereo not given)	2	-6	29	-9	2	4
CSS(=O)(=O)C(c1ccccc1)c1ccccc1	60	-15	-2	-15	3	-2
CC(C)(C)CC(C)(C)c1ccc(O)cc1O	99*	99*	99*	99*	100*	99*
CC(O)CNC(=O)CC(C)CC(C)(C)C (stereo not given)	25	34	13	46	20	25
CCOC(=O)c1cccc2ncccc12	-9	11	-28	-2	9	-3
O=C(N/C(=C\c1ccc(/C=C(\NC(=O)c2ccccc2)c2nc3ccccc3[nH]2)cc1)c1nc2ccccc2[nH]1)c1ccccc1	-15	36	36	51	20	32
Nc1nc(NC(=O)C2=NS(=O)(=O)c3cc(S(N)(=O)=O)c(Cl)cc3N2)n[nH]1	1	-2	10	-9	-26	-4
COc1cccc(C2CCCCCC2OS(=O)(=O)c2ccc(C)cc2)c1OC (stereo not given)	11	13	12	44	0	29
CCCCC[N+]1(C)CCOCC1	0	5	-22	4	-1	7
O=C1OC(c2ccccc2)(c2ccccc2)C2CC12c1ccccc1 (stereo not given)	11	8	-29	18	5	9
Cc1ccc([N+](=O)[O-])cc1N=C=O	-33	-56	-34	-39	-44	-31
CSCCC(NC(=O)c1cnc2ccccc2n1)C(=O)O (stereo not given)	15	-17	6	-5	3	11
CCOC(=O)C(C#N)C(CC)(CC)C1CCCCC1 (stereo not given)	8	12	26	29	23	-3
N=c1nc(N)nc(N)n1-c1ccc(S(N)(=O)=O)cc1	-17	3	-1	-7	4	-39
CC(NS(=O)(=O)c1cccc(C(=O)O)c1)c1ccccc1 (stereo not given)	3	0	-38	10	-14	0
CCCC(C)(C)OC(=O)c1ccc([N+](=O)[O-])cc1	-1	30	-10	0	-2	4
COC(=O)c1cc(NS(=O)(=O)c2ccc(N)cc2)cc(C(=O)OC)c1	-15	-25	5	-13	-24	-8
CN(C)CCCNc1nc(Cl)nc2nc(-c3ccccc3)c(-c3ccccc3)nc12	29	61	36	50	31	60

Structural class, those above containing a Cl atom (11)
SMILES	yeast bub3	yeast mlh1 rad18	cln2 rad14	rad50	mec2-1	sgs1 mgt1
N#C/C(=C1C=C/C(=N/O)C=C/1Cl)c1ccccc1	28	26	69	22	24	52
Clc1ccc(CNc2ccc(Br)cc2)cc1	85*	88*	82*	94*	85*	96*
CC(Br)C(=O)c1ccc2cc(Cl)c3ccccc3c2c1 (stereo not given)	68	39	-17	-10	31	46
ClCC1COC(CCc2ccccc2)O1 (stereo not given)	3	8	64	18	-4	-11
N#Cc1nc(CC(=O)c2ccccc2Cl)c(CC(=O)c2ccccc2Cl)nc1C#N	13	19	25	22	20	6
CCOC(=O)C1=CNC(C(=O)OCC)C1c1cccn1-c1ccc(Cl)cc1[N+](=O)[O-] (stereo not given)	4	41	29	9	17	11
CN(C)S(=O)(=O)c1cc(Cl)ccc1NN	78*	49	19	60	37	44
COc1cc(/C=C/C(=N\NC(=O)c2ccccc2)c2sc(Nc3ccc(Cl)c(Cl)c3)nc2C)ccc1O	90*	89*	88*	91*	90*	90*
CN=C(NN)NS(=O)(=O)c1cc(C)c(Cl)cc1S	3	7	-11	-13	-23	-12
Nc1nc(NC(=O)C2=NS(=O)(=O)c3cc(S(N)(=O)=O)c(Cl)cc3N2)n[nH]1	1	-2	10	-9	-26	-4
CN(C)CCCNc1nc(Cl)nc2nc(-c3ccccc3)c(-c3ccccc3)nc12	29	61	36	50	31	60

Hits appear at their usual frequency. Share with any hit: about 14%.
